Screening results (PubChem)
TEAD-YAP block – TEAD-YAP interaction inhibition. inhibition, % at 9.12 µM. 640,000 tested, 1.4% active. HEK-TIYL cells, TEAD-Gal4/YAP UAS-luciferase luminescence; in the data active means inhibition above about 32%;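 further: 0% = median of test compound wells and 100% = reference inhibitor wells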
GPR151 activ – activates the human receptor GPR151; Q8TDV0; PathHunter beta-arrestin GPR151 cells, luminescence; activation, % at 11.2 µM; 650,000 tested, 1% active; AID 1508602; in the data active means activation above about 4.9%;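 further: 0% = median of compound wells and 100% = cells with positive control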
Target sequence (Q8TDV0 whole entry, looked up): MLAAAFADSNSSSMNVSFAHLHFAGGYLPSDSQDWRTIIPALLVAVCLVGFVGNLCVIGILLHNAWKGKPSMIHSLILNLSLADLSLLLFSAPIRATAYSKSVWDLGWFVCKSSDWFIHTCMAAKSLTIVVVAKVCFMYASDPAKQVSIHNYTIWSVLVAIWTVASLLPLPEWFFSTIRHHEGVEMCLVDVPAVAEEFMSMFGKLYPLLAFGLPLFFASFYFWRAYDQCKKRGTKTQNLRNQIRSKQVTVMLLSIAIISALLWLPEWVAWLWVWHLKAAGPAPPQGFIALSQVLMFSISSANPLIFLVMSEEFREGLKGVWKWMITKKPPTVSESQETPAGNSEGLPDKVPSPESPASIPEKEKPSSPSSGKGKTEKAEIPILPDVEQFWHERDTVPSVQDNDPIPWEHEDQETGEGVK
FBW7 activator – human FBW7 E3 ligase activation, primary screen | Q969H0 | normalized activity (activation), % at 26.1 µM | AID 1259310 | AlphaScreen FBW7–phospho-cyclin E peptide binding, activator screen | 650,000 tested, 0.13% active; in the data active means normalized activity above about 1.9%;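 further: purified mutant Fbw7 with reduced substrate affinity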
Target sequence (Q969H0 whole entry, looked up): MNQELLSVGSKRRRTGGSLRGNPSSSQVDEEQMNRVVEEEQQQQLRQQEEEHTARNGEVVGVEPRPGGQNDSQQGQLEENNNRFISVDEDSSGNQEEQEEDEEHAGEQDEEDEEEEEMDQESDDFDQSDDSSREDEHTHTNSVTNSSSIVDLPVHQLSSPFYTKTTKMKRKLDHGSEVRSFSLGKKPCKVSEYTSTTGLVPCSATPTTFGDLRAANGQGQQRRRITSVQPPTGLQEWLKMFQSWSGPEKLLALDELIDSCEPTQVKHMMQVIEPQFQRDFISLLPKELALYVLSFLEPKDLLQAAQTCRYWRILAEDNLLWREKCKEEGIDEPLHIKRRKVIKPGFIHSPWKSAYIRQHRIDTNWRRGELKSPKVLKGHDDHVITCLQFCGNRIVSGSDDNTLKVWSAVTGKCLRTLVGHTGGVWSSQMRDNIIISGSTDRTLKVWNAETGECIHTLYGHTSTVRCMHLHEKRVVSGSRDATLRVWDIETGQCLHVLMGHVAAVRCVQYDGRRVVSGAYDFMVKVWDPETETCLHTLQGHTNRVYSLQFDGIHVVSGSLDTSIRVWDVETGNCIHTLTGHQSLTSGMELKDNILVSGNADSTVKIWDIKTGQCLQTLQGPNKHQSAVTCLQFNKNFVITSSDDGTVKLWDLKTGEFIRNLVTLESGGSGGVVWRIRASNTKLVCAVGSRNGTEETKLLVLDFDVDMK
MITF inh – blocks human microphthalmia-associated transcription factor; O75030; AlphaScreen MITF homodimerization, bead proximity signal; inhibition, % at 2.6 µM; 650,000 tested, 0.91% active; AID 1259374; in the data active means inhibition above about 50%;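 further: 0% = vehicle wells with protein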
Active calls of the source: *; . = not tested or not shown.

Start of the listing, in advance:
SMILES | TEAD-YAP block | GPR151 activ | FBW7 activator | MITF inh
Cc1sc2ncnc(N3CC(C)OC(C)C3)c2c1C (stereo not given) | -18 | -0.8 | 0.1 | 1
COc1ccccc1-n1nc(C(=O)N(C)C2CCCCC2)c2ccccc2c1=O | -6 | -1.2 | 0.0 | -5
N/C(=N\OCc1cccc(I)c1)c1nonc1N | -29 | -1.1 | 0.1 | -4
COc1ccc(/C=C(\C#N)c2nc(-c3ccc(Cl)c(Cl)c3)cs2)cc1OC | 8 | -0.4 | -0.1 | 2
CCCCn1c(CNC(=O)C23CC4CC(CC(C4)C2)C3)nnc1SCC(=O)OCC | 5 | -1.2 | -0.1 | 9
COc1cc(C2C3=C(CC(C)(C)CC3=O)N(c3ccc([N+](=O)[O-])cc3C)C(=N)/C2=C(/O)c2ccccc2)cc(OC)c1OC (stereo not given) | 14 | 0.4 | 0.1 | 8
COc1ccccc1NC(=O)c1c(NC(=O)c2ccco2)sc2c1CCC(C)C2 (stereo not given) | -2 | 2.5 | 0.0 | 2
COCCOC(=O)C1=C(N)OC2=C(C(=O)CCC2)C1c1cccc(C(F)(F)F)c1 (stereo not given) | 9 | -0.2 | 0.1 | 9
CC(C)(CO)NC(=O)c1ccc(Br)cc1 | 4 | -0.8 | 0.3 | 7
CCOC(=O)CN(C)Cc1c(C(=O)N2CCCN(C)CC2)nc2sccn12 | 16 | 4.4 | -0.1 | 9
CN1/C(=C\C(=O)COc2ccccc2[N+](=O)[O-])C(C)(C)c2ccccc21 | -6 | 0.2 | -0.1 | -10
Cc1ccc(NS(=O)(=O)c2cc(C(=O)N3CCCC3)ccc2C)cc1C | 0 | 0.3 | 0.1 | -4
CC(C)(C)CC(C)(C)c1ccc(OCOCCOCCO)c(Cc2cc(C(C)(C)CC(C)(C)C)cc(Cc3cc(C(C)(C)CC(C)(C)C)ccc3OCOCCOCCO)c2OCOCCOCCO)c1 | . | 0.0 | -0.2 | -14
COc1ccc(Oc2nc3c(C)cccn3c(=O)c2/C=C(\C#N)C(=O)N2CCOCC2)cc1 | 15 | 0.4 | 0.0 | 9
CCN1CCN(c2ncn(-c3ccc(Nc4nccc(-c5cccc(N6CCOCC6)c5)n4)cc3)n2)CC1 | 55* | -0.3 | -0.1 | 7
O=C(CSc1nc2ccccc2s1)NCCc1ccccc1 | 19 | 0.0 | 0.5 | 7

Results, from the start:
SMILES | TEAD-YAP block | GPR151 activ | FBW7 activator | MITF inh
Cc1sc2ncnc(N3CC(C)OC(C)C3)c2c1C (stereo not given) | -18 | -0.8 | 0.1 | 1
COc1ccccc1-n1nc(C(=O)N(C)C2CCCCC2)c2ccccc2c1=O | -6 | -1.2 | 0.0 | -5
N/C(=N\OCc1cccc(I)c1)c1nonc1N | -29 | -1.1 | 0.1 | -4
COc1ccc(/C=C(\C#N)c2nc(-c3ccc(Cl)c(Cl)c3)cs2)cc1OC | 8 | -0.4 | -0.1 | 2
CCCCn1c(CNC(=O)C23CC4CC(CC(C4)C2)C3)nnc1SCC(=O)OCC | 5 | -1.2 | -0.1 | 9
COc1cc(C2C3=C(CC(C)(C)CC3=O)N(c3ccc([N+](=O)[O-])cc3C)C(=N)/C2=C(/O)c2ccccc2)cc(OC)c1OC (stereo not given) | 14 | 0.4 | 0.1 | 8
COc1ccccc1NC(=O)c1c(NC(=O)c2ccco2)sc2c1CCC(C)C2 (stereo not given) | -2 | 2.5 | 0.0 | 2
COCCOC(=O)C1=C(N)OC2=C(C(=O)CCC2)C1c1cccc(C(F)(F)F)c1 (stereo not given) | 9 | -0.2 | 0.1 | 9
CC(C)(CO)NC(=O)c1ccc(Br)cc1 | 4 | -0.8 | 0.3 | 7
CCOC(=O)CN(C)Cc1c(C(=O)N2CCCN(C)CC2)nc2sccn12 | 16 | 4.4 | -0.1 | 9
CN1/C(=C\C(=O)COc2ccccc2[N+](=O)[O-])C(C)(C)c2ccccc21 | -6 | 0.2 | -0.1 | -10
Cc1ccc(NS(=O)(=O)c2cc(C(=O)N3CCCC3)ccc2C)cc1C | 0 | 0.3 | 0.1 | -4
CC(C)(C)CC(C)(C)c1ccc(OCOCCOCCO)c(Cc2cc(C(C)(C)CC(C)(C)C)cc(Cc3cc(C(C)(C)CC(C)(C)C)ccc3OCOCCOCCO)c2OCOCCOCCO)c1 | . | 0.0 | -0.2 | -14
COc1ccc(Oc2nc3c(C)cccn3c(=O)c2/C=C(\C#N)C(=O)N2CCOCC2)cc1 | 15 | 0.4 | 0.0 | 9
CCN1CCN(c2ncn(-c3ccc(Nc4nccc(-c5cccc(N6CCOCC6)c5)n4)cc3)n2)CC1 | 55* | -0.3 | -0.1 | 7
O=C(CSc1nc2ccccc2s1)NCCc1ccccc1 | 19 | 0.0 | 0.5 | 7
CC(C)c1nnc(C2CCN(S(=O)(=O)/C=C/c3ccccc3)CC2)o1 | -1 | 0.0 | 0.1 | -1
Cc1nc(CC(=O)NCC2Cc3cccc(-c4ccc(C(N)=O)cc4)c3O2)cs1 (stereo not given) | -4 | 3.7 | 0.0 | -6
CC(=O)Nc1ccc2nc(CN3CCC(CO)(CCc4ccccc4)CC3)ccc2c1 | 5 | -0.3 | -0.1 | -10
N#Cc1c(/N=c2\oc3ccc(Br)cc3cc2C(N)=O)sc2c1CCCC2 | 6 | 1.0 | -0.1 | 0
O=C(CS(=O)CC(=O)Nc1ccc2c(c1)OCO2)Nc1ccc(F)cc1 (stereo not given) | -15 | -0.2 | -0.1 | -9
COC(=O)CCN(C(=O)c1ccc([N+](=O)[O-])cc1)c1ccccn1 | 10 | -0.6 | 0.0 | 1
O=C1c2sc3nc4c(c(=O)n3c2C(=O)N1c1ccccc1)CCC4 | 1 | 0.7 | -0.3 | -1
O=C(CCN1C(=O)c2cccnc2C1=O)NCCN1CCN(c2ccccc2)CC1 | 18 | 0.2 | -0.4 | 12
CN1CN2C(=O)N3CN(C)CN4C(=O)N(C1)C2C34 (stereo not given) | -3 | -0.3 | 0.1 | 3
SMILES | TEAD-YAP block | GPR151 activ | FBW7 activator | MITF inh
COc1cccc(/C=N/NC(=O)COc2cccc(C)c2C)c1O | 2 | 3.7 | -0.1 | -9
CC(=O)Nc1ccc(C(=O)Nc2ccc(F)c(F)c2)cc1 | -45 | -1.5 | 0.1 | 15
Clc1ccc(Nc2nc3ccccc3n3cnnc23)cc1 | -4 | 0.2 | -0.2 | -7
Nc1nonc1-c1noc(COc2cccc(Cl)c2Cl)n1 | -56 | 0.4 | 0.0 | 11
COCCOC(=O)c1c(C)oc2ccc(OC(=O)C(C)(C)C)cc12 | -19 | 0.8 | 0.0 | 0
CCCCN1C(=O)/C(=C2\SC(=S)N(C)C2=O)c2ccccc21 | -2 | -1.0 | 0.1 | 4
COc1ccc(Nc2nccc(OC)n2)cc1 | -45 | -2.4 | -0.1 | 0
CCN(Cc1nc(-c2cccc(C)c2)no1)C(=O)NC1CCCCC1 | 2 | 0.1 | -0.1 | -2
Cc1ccc(-c2ncn(-c3ccc(Nc4nccc(-c5cc(F)cc(N6CCOCC6)c5)n4)cc3)n2)nc1 | 8 | -2.2 | -0.1 | -8
O=C(Nc1ccc2c(c1)C(=O)NC2=O)C1=COCCO1 | 8 | -0.1 | -0.2 | -1
O=C(Nc1cccc(-c2cn3ccsc3n2)c1)c1ccccc1Cl | -22 | 0.0 | 0.0 | 0
CCCN1CC=C2C(C#N)=C(N)C(C#N)(C#N)C(c3ccc(F)cc3F)C2C1 (stereo not given) | 4 | 0.8 | 0.2 | -2
Cc1ccc(C2=NC(C3=NCCCCC3)C(=O)O2)cc1 (stereo not given) | -79 | -1.3 | 0.1 | 17
COc1cc(/C=C2\C(=O)NN(c3ccccc3)C2=O)cc(OC)c1O | 4 | 2.5 | -0.2 | -9
COc1ccc2oc(C(=O)c3ccc(Cl)cc3)c(NC(C)=O)c2c1 | -3 | -0.3 | 0.3 | 13
CNC(=O)c1ccc(-c2ccc(C)cc2)nc1N1CCOCC1 | -10 | 0.5 | -0.1 | 4
CSc1nnc(C(C)(C)C)c(=O)n1/N=C/c1ccccc1O | 6 | 0.2 | 0.5 | 75*
Cc1cccc(/C=N/n2c(-c3cccnc3)n[nH]c2=S)c1 | -1 | 0.1 | -0.1 | 21
CCCCCCN1C(=O)C2C(C(=O)Nc3ccc(C(C)C)cc3)C3C=CC2(O3)C1C(=O)NC1CCCCC1C (stereo not given) | 4 | -0.2 | -0.2 | -1
Cc1cc(OCCCN2C(=O)CCN2c2ccccc2)ccc1[N+](=O)[O-] | -3 | -0.9 | -0.1 | 5
O=C(c1ccccc1)N1CCN(c2ccc([N+](=O)[O-])cc2F)CC1 | -6 | -0.4 | -0.1 | 9
N=C1/C(=C/c2ccc(OCCOc3ccccc3)cc2)C(=O)N=C2SC=C(c3ccccc3)N12 | -14 | 0.0 | 0.1 | 8
S=C(NCc1ccco1)Nc1ccc2nsnc2c1 | -15 | -1.2 | 0.1 | -4
CC(C)c1nnc2n1CCN(C(=O)c1cc(=O)c3ccccc3o1)CC2 | -22 | 7.3* | 0.0 | 3
CN1CCN(c2nc(O)c(C3=c4ccccc4=NC3=O)s2)CC1 | 3 | 0.0 | -0.2 | -6
SMILES | TEAD-YAP block | GPR151 activ | FBW7 activator | MITF inh
Cc1nn(C)c(-c2n[nH]c(=S)n2Cc2ccco2)c1Cl | 5 | -0.1 | 0.6 | 18
CS(=O)(=O)N(CC(=O)NCc1cccnc1)Cc1ccc(Cl)cc1 | -5 | -2.2 | -0.1 | -5
c1cnc(SCc2cn3cccnc3n2)nc1 | -3 | -0.3 | 0.0 | 3
CCS(=O)(=O)N1CCC(c2nc3c(nnn3Cc3ccc(C)cc3)c(=O)[nH]2)CC1 | -7 | 0.3 | -0.1 | 2
O=C(Nc1nnc(-c2ccccc2)o1)c1ccc2c(c1)S(=O)(=O)c1ccccc1C2=O | 6 | -0.8 | 0.1 | 1
CC1CC(C)CC(S(=O)(=O)N2CCC(C(=O)O)CC2)C1 (stereo not given) | -7 | -0.8 | 0.2 | 12
O=C1N(Cc2cccnc2)C[C@@H]2C[C@@H](c3cccc4nonc34)N3CCC[C@@]123 | 5 | -0.4 | 0.0 | 3
COc1cc([C@@H]2[C@@H](C(=O)c3ccccc3)N3c4ccc5ccccc5c4C=C[C@@H]3C2(C#N)C#N)cc(OC)c1OC | -6 | 1.1 | 0.1 | 1
CCOC(=O)c1cnc2c(OC)cccc2c1Nc1cccc(C(C)=O)c1 | 29 | 1.1 | 0.3 | 6
Cc1ccc(N(CC(=O)NCCSCc2ccccc2C)S(C)(=O)=O)cc1C | 10 | 1.8 | 0.5 | 8
CC(=O)CC(=O)Nc1cccc(Br)c1 | -5 | 0.6 | 0.2 | -2
CCOc1cc(C2C(C(=O)OCCOC)=C(C)NC3=C2C(=O)CC(c2cccs2)C3)ccc1O (stereo not given) | 8 | -2.4 | 0.1 | 7
COc1ccc(CN(CCC(c2ccc(F)cc2)C2CCOC(C)(C)C2)C(=O)c2ccco2)cc1 (stereo not given) | 5 | 1.1 | -0.1 | 14
CCN(CC)c1nc(Nc2cc(C)ccc2C)nc(Nc2cc(C)ccc2C)n1 | -1 | 1.1 | 0.0 | 4
O=C(Cc1ccccc1)Nc1ccc(S(=O)(=O)N2CCc3ccccc32)cc1 | 7 | -0.6 | 0.0 | 7
COc1ccc(-c2[nH]nc3c2C(c2ccc(C(C)C)cc2)C(C#N)=C(N)O3)cc1 (stereo not given) | 4 | 1.1 | 0.0 | -8
O=[N+]([O-])c1cc([N+](=O)[O-])c2c(=NCc3ccccc3)n(Cc3ccccc3)n(O)c2c1 | 10 | -0.9 | -0.1 | 5
COc1cc(/C=C2\NC(=O)N(Cc3ccc([N+](=O)[O-])cc3)C2=O)ccc1OC(C)C(=O)O (stereo not given) | 5 | -1.0 | 0.9 | 14
CC(=O)c1ccc(N=Cc2nc(-c3ccco3)oc2O)cc1 | -16 | 2.3 | 0.0 | 14
Cc1cc(OCc2nc(SCC(N)=O)n[nH]2)ccc1Cl | 9 | -1.2 | -0.1 | 12
Cc1cccc(NC(=O)CCN2C(=O)C3C4CCC(C4)C3C2=O)c1C (stereo not given) | -2 | -0.9 | 0.0 | 4
CC1=NNC(=O)C1CCC(=O)N/N=C/c1c[nH]c2ccccc12 (stereo not given) | 4 | -0.2 | 0.1 | 10
COc1ccc(CCNC(=O)CSCc2ccc(C)cc2)cc1 | 0 | 0.0 | 1.6 | 6
CCN1C(=O)c2cccc3c(S(=O)(=O)N4CCC(C)CC4)ccc1c23 | -2 | -1.4 | 0.6 | 33
CCCCCCCc1c(O)nc(SCCN(CC)CC)[nH]c1=O | 3 | 0.6 | 0.2 | -1
SMILES | TEAD-YAP block | GPR151 activ | FBW7 activator | MITF inh
O=C(Cc1ccc(F)cc1)NCCS(=O)(=O)N1CCN(CCc2ccccc2)CC1 | 9 | -0.9 | 0.0 | 7
CC(=O)Oc1ccc2c(=O)c(-c3ccccc3C)c(C)oc2c1C | 4 | -0.3 | -0.6 | -2
CC(=O)N1C(C[N+](=O)[O-])CC(C)N1c1ccccc1 (stereo not given) | -5 | -0.5 | 0.4 | 13
CC(C)(C)c1nnc(Nc2ccccc2Cl)[nH]c1=O | 0 | 0.1 | -0.1 | -1
O=C(NCCc1ccc(O)cc1)c1cnc(Nc2cnccn2)s1 | -3 | -1.1 | 0.1 | 5
COC(=O)c1ccc(COC(=O)c2ccc(-n3cnnn3)cc2)o1 | 1 | -1.4 | 0.0 | 8
O=C1ON=C(c2ccccc2)/C1=C\c1ccc2c(c1)OCO2 | -5 | 0.2 | -0.1 | 38
NC(=O)NC(=O)COC(=O)c1ccc(S(=O)(=O)NCc2ccco2)cc1 | -4 | 2.1 | 0.0 | 20
C=CCSc1nc(N)c(-c2nc(-c3ccccc3)cs2)cc1C(N)=O | -1 | -1.3 | 1.1 | 11
O=C(C(Sc1ccccc1)c1ccccc1)N1CCN(c2ccc(F)cc2)CC1 (stereo not given) | 1 | -0.8 | 0.6 | 0
